# PAFAH1B2 inh: PAFAH1B2 enzyme inhibitors, primary screen, biochemical, fluorescence polarization, human; Platelet-activating factor acetylhydrolase IB subunit alpha2 (Homo sapiens), P68402; 340,000 tested, 1.2% active; inhibition, % at 3.39 µM; recombinant PAFAH1B2, FP-rhodamine activity probe; AID 492953, 2010;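 active = inhibition above the mean of all tested compounds plus 3 SD, cut at about 24% in these data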;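 also: 0% = enzyme with DMSO and 100% = wells lacking PAFAH1B2; many of its hits are not listed in these tables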
# Target sequence (P68402 whole entry, looked up): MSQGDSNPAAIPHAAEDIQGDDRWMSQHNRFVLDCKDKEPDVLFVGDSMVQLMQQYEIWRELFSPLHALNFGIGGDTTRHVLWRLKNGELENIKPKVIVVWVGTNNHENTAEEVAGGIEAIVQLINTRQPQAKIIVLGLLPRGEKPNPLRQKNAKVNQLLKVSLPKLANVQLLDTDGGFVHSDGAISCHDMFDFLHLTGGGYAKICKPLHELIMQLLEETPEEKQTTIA
# PME-1 inh: PME-1 inhibitors via competitive probe labeling, primary screen, biochemical, fluorescence polarization, FP-Rh probe, HTS; Protein phosphatase methylesterase 1 (Homo sapiens), Q9Y570; recombinant PME-1; inhibition, % at 5.9 µM; 320,000 tested, 0.53% active; AID 2130, 2009;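 active = inhibition above the campaign mean of all compounds plus 3 SD, cut at about 26% in these data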;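 also: competitive labeling of PME-1 active site by serine hydrolase directed probe; 0% = PME-1 with DMSO and 100% = wells lacking PME-1 enzyme; inhibitors block probe labeling so polarization falls and inhibition rises; many of its hits are not listed in these tables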
# Target sequence (Q9Y570 whole entry, looked up): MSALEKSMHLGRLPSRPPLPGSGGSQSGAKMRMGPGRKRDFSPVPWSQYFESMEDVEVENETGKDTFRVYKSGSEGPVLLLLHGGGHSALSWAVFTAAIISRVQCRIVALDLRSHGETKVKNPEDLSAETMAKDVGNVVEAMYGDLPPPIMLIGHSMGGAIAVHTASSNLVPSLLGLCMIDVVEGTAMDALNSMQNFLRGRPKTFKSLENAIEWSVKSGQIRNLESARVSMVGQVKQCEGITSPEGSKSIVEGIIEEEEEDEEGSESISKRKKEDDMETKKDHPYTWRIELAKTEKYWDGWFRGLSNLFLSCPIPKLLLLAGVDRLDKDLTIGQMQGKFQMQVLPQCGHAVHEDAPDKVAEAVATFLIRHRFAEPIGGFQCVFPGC
# LYPLA1 counter: LYPLA1 inhibitors, primary screen, counter-screen for PME1 inhibitor project, biochemical, fluorescence polarization, FP-Rh probe ABPP; inhibition, % at 5.9 µM; recombinant LYPLA1; Acyl-protein thioesterase 1 (Homo sapiens), O75608; 320,000 tested, 0.16% active;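 active = inhibition above the mean of all tested compounds plus 3 SD, set per campaign, cut at about 14% in these data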;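 also: inhibitors block serine hydrolase probe labeling of LYPLA1 so polarization falls; 0% = enzyme with DMSO and 100% = wells lacking LYPLA1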
# GSTO1 counter: inhibitors of recombinant GSTO1, primary screen, counter-screen for RBBP9 inhibitor project, biochemical, fluorescence polarization; Glutathione S-transferase omega-1 (Homo sapiens), P78417; activity-based probe fluorescence polarization; inhibition, % at 5.96 µM; 300,000 tested, 1.1% active; AID 1974, 2009;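 active = inhibition above the campaign mean inhibition plus 3 SD, cut at about 35% in these data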;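 also: 0% = GSTO1-1 with DMSO and 100% = wells lacking GSTO1-1 enzyme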
# PAFAH2 inh: PAFAH2 enzyme inhibitors, primary screen, biochemical, fluorescence polarization, human; Platelet-activating factor acetylhydrolase 2, cytoplasmic (Homo sapiens), Q99487; recombinant PAFAH2, FP-rhodamine activity probe; inhibition, % at 3.39 µM; 340,000 tested, 0.99% active; AID 492956, 2010;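 active = inhibition above the mean over all tested compounds plus 3 SD, cut at about 30% in these data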;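 also: inhibitors block probe labeling of enzyme so polarization drops; 0% = enzyme with DMSO and 100% = wells lacking PAFAH2 protein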
# Fam108B counter: mouse Fam108B serine hydrolase inhibitors, primary screen, counter-screen for RBBP9 inhibitor project, biochemical, fluorescence polarization | recombinant Fam108B, FP-Rh probe fluorescence polarization | inhibition, % at 9.51 µM | 300,000 tested, 0.33% active;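 active = inhibition above the screen mean inhibition plus 3 SD, computed separately per campaign, cut at about 18% in these data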;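 also: inhibitors lower polarization as less probe binds the enzyme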
# pPAFAH FP inh: pPAFAH enzyme inhibitors, primary screen, biochemical, fluorescence polarization, human. inhibition, % at 3.39 µM. 330,000 tested, 1.5% active. recombinant pPAFAH, FP-rhodamine probe fluorescence polarization. AID 463082, 2010. Platelet-activating factor acetylhydrolase (Homo sapiens), Q13093;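 active = inhibition above the mean inhibition across the screen plus 3 SD, cut at about 25% in these data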;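 also: inhibitors block binding of the rhodamine activity-based probe so polarization drops; 0% = enzyme with DMSO and 100% = wells lacking pPAFAH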
# Target sequence (Q13093 whole entry, looked up): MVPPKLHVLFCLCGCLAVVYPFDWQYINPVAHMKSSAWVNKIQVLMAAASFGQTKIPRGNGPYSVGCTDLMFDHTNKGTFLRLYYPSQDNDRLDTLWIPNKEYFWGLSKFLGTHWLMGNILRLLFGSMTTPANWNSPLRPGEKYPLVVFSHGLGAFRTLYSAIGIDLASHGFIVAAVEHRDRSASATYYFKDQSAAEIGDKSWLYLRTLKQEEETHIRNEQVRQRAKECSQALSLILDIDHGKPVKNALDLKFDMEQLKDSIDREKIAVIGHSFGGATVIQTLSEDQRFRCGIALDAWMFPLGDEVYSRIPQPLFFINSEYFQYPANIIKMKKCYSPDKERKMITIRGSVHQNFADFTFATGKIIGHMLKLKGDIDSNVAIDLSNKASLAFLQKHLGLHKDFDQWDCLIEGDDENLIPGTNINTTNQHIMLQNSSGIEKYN
# PAFAH1B3 FP inh: PAFAH1B3 enzyme inhibitors, primary screen, biochemical, fluorescence polarization, human; Platelet-activating factor acetylhydrolase IB subunit alpha1 (Homo sapiens), Q15102; recombinant PAFAH1B3, FP-rhodamine probe; inhibition, % at 3.39 µM; 340,000 tested, 0.28% active; AID 492972, 2010;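 active = inhibition above the screen-wide average of all tested compounds plus 3 SD, cut at about 25% in these data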;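 also: 0% = enzyme with DMSO only and 100% = wells lacking PAFAH1B3 protein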
# PAD4 FP inh: human PAD4 inhibitors, primary screen, biochemical, fluorescence polarization, 1536-well format | recombinant PAD4, RCA probe fluorescence polarization | inhibition, % at 6.36 µM | 330,000 tested, 0.41% active | AID 485272, 2010;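 active = percent inhibition above a cutoff equal to the mean of all tested compounds plus 3 SD, cut at about 15% in these data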;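 also: 0% = PAD4 with RCA probe and DMSO and 100% = probe without PAD4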
# An asterisk follows results filed as active; / = no result given. An excerpt, so the mix of outcomes need not match the whole.
molecule,PAFAH1B2 inh,PME-1 inh,LYPLA1 counter,GSTO1 counter,PAFAH2 inh,Fam108B counter,pPAFAH FP inh,PAFAH1B3 FP inh,PAD4 FP inh
COc1ccc(-c2cn3nc(C)c(C)nc3n2)cc1OC,-2,-7,-4,/,-5,/,0,-3,-1
COc1ccc(CCNC(=O)CC(=O)NCCc2ccc(OC)cc2)cc1,7,0,3,-6,6,-3,1,-4,-1
CCN1CCN(CC(O)COc2ccc3c(C)cc(=O)oc3c2)CC1 (centres undefined),1,-3,2,0,-3,-2,9,0,-3
COC(=O)c1ccccc1NC(=O)Nc1cc(C)ccn1,3,2,-3,-3,-4,-1,-1,1,-1
COc1ccc(CCNC(=O)c2nc(-c3cccs3)no2)cc1OC,6,0,-2,3,-5,1,6,4,2
C=CCn1c(COc2cccc(C)c2C)nnc1SCC(=O)N1CCN(c2ccccc2)CC1,-1,0,3,0,-5,-3,4,2,-2
O=c1oc2cc(OCc3c(F)cccc3Cl)ccc2cc1-c1ccccn1,-3,6,2,1,3,-11,-4,-6,-3
CCOC(=O)c1cccc(N2C(=O)C3C4C=CC(CC4)C3C2=O)c1 (centres undefined),2,-4,-2,-1,0,0,-8,3,-1
COc1ccc(-n2[nH]c(C)cc2=O)cc1,3,7,4,59*,0,0,-1,-6,64*
O=C1Nc2ccccc2/C1=N\N=C\c1ccc(O)c(O)c1,12,2,-4,69*,46*,9,5,21,2
COC(=O)c1ccccc1NC(=O)CN(C)S(=O)(=O)c1ccc(OC)cc1,-4,-11,1,5,3,-3,-1,-3,-2
Cn1c(CNc2nc3ccccc3n2C)nc2ccccc21,7,5,2,-1,-2,0,3,11,-5
CC1=C(C(=O)Nc2ccccc2)C2(CCCCC2)C(C(N)=O)C(=S)N1 (centres undefined),-1,4,4,6,-6,9,5,0,-1
COc1cc(C(CCN2CCOCC2)c2c(OC)cc(OC)c3c2OC(=O)CC3c2ccc(N(C)C)cc2)cc(OC)c1OC (centres undefined),10,2,-2,-17,4,-2,1,5,-4
O=C(COC(=O)C1(c2ccccc2F)CCCC1)N1CCOCC1,8,-3,-2,-1,0,1,2,10,5
CCn1c(O)c(C=Nc2ccccc2)sc1=S,/,-3,4,3,/,3,1,/,-7
O=C(c1cccnc1)N1N=C(C2CC2)CC1(O)C(F)(F)F (centres undefined),-1,-6,0,-1,-7,3,-1,1,-11
COCc1ccc(C(=O)NC2CCCN(Cc3ccccc3F)C2)o1 (centres undefined),8,1,0,4,-1,0,1,-7,-3
CCC(/C=N/NC(=O)C(N)=O)CC,-8,2,-4,0,-4,0,0,0,-1
Cn1nc(C(=O)Nc2cccnc2)c2ccccc2c1=O,7,-2,-1,-1,3,1,2,6,2
C#CCOCCOCCOCCNc1nc(N2CCN(C(=O)Cn3cc(CC(C)O)nn3)CC2)nc(N2CCN(C(=O)Cn3cc(CC(C)O)nn3)CC2)n1 (centres undefined),9,2,0,4,-10,5,-1,-3,3
N#CCSc1nnc(Cc2ccc3c(c2)OCO3)o1,3,1,0,9,12,1,-1,-1,-2
O=C(NCCN1C(=O)S/C(=C/c2cccnc2)C1=O)C1CC(=O)N(Cc2ccccc2)C1 (centres undefined),7,0,-5,2,-1,-1,-6,13,-1
Cc1cc(NCC2CCCO2)n2c(nc3ccccc32)c1C#N (centres undefined),2,-1,-2,-5,4,-1,0,4,-3
Cc1ccc(C(=O)OCC(=O)NC(=O)NCc2ccccc2)cc1C,1,3,-1,/,2,/,2,2,0
COc1ccc(NC(=O)COC(=O)Cn2cnc3ccccc3c2=O)c(OC)c1,3,0,1,/,0,/,0,2,3
COC(=O)c1ccc(N2CCCCC2)c(N)c1,5,3,-2,-2,-10,-2,3,7,-1
COc1ccccc1C(=O)N=C1SC2CS(=O)(=O)CC2N1c1ccccc1 (centres undefined),4,-4,4,-3,2,4,-2,-2,-1
CC(C)CN1CCC(=O)N([C@H](CSc2ccccc2)Cc2ccccc2)CC1,7,5,0,4,5,-2,5,3,5
Cc1nnc(SCc2cc(=O)oc3ccc4ccccc4c23)n1Cc1ccccc1,15,4,-2,10,1,0,-1,6,-5
O=C(NCc1cn2ccsc2n1)c1cccs1,7,-6,4,-3,9,-2,6,8,-3
COc1ccc(C2CC(c3ccc(Br)cc3)=NN2C(=S)Nc2ccccc2)cc1 (centres undefined),-1,-2,-6,-5,-2,-3,-6,-5,-5
CCOC(=O)c1cnc(SCC(=O)Nc2ccc(NC(=O)CC)c(OC)c2)nc1N,1,-2,4,6,-4,0,2,0,4
CCOc1ccc(Nc2oc(-c3ccc(Cl)cc3)nc2C#N)cc1,1,-4,1,9,-4,1,8,4,2
COc1ccc(CCNC(=O)Cn2nnc(C(=O)Nc3ccc(Br)cc3)c2N)cc1OC,0,1,-6,5,-4,-7,8,4,-1
O=C(N[C@@H](Cc1ccc(O)cc1)C(=O)O)c1ccncc1,14,-4,-1,0,-9,1,1,0,-1
COC(=O)c1ccccc1C(=O)c1ccc2c(c1)NC(=O)CO2,4,39*,2,-5,4,3,4,-2,0
O=C(CSc1nc2sc3c(c2c(=O)n1-c1ccccc1)CCCC3)NCc1ccco1,-2,-5,-2,-6,-12,-12,2,-8,-9
CCOC(=O)C1=CC[C@H]2c3c(c4ccccc4n3C)C(=O)C1N2C,3,1,-1,/,2,/,1,0,5
COC(=O)C1=C(C)N(Cc2ccccc2)C(=NCc2ccc3c(c2)OCO3)N[C@H]1c1ccccc1,1,/,/,/,-6,/,-1,0,-5
C=CCN1C(=O)[C@]2(c3ccccc31)C1CCCC=C1C(C#N)=C(N)C2(C#N)C#N (some centres undefined),12,4,3,5,2,5,11,9,-8
O=C(NNC(=O)C1CCN(S(=O)(=O)c2ccc(Cl)cc2)CC1)c1ccccc1,34*,2,0,0,8,3,-1,-3,-7
Cc1cc2c(C)nc3ccccc3c2o1,-3,2,-2,0,10,8,4,1,0
CC(C)(C)CN1CCC(n2nccc2NC(=O)c2ccccc2Cl)CC1,0,0,1,5,2,-2,-1,2,2
CC1CC(C)CN(C(=O)c2ccc3c(c2NCCO)C(=O)c2ccccc2C3=O)C1 (centres undefined),10,7,0,2,3,6,3,-4,-12
COc1ccccc1C(=O)NS(=O)(=O)c1ccc(C)cc1,4,/,/,/,-3,/,-2,9,-4
CCn1c(CNC(=O)C23CC4CC(CC(C4)C2)C3)nnc1SC,3,1,0,6,5,-2,2,1,-2
CCN(C(=O)COC(=O)/C(=C/c1ccccc1)n1nnnc1C)C1CCCCC1,7,1,1,-3,4,1,2,-3,-1
CC1CCN(c2ccc(NC(=O)c3cccnc3)cc2)CC1,-3,-1,1,0,6,0,3,-2,-2
Cc1cc(C)c(OCCCNC2CCCC2)c(Br)c1,0,-3,-3,2,-10,-1,5,12,-3

# Carrying on.
molecule,PAFAH1B2 inh,PME-1 inh,LYPLA1 counter,GSTO1 counter,PAFAH2 inh,Fam108B counter,pPAFAH FP inh,PAFAH1B3 FP inh,PAD4 FP inh
Cc1ccc(S(=O)(=O)N2CCC(C(=O)NCC3CC3)CC2)cc1,5,11,-2,1,-4,-3,4,4,5
CC1CCCN(C(=O)C2CCN(C(=O)Nc3ccccc3)CC2)C1 (centres undefined),-1,-6,-1,/,3,/,-2,7,0
O=C(NCc1ccc(F)cc1)C1CC(=O)N(C2CCCC2)C1 (centres undefined),-4,-3,0,/,2,/,0,5,-3
COc1ccc(-c2sc3cc4c(cc3c2C#Cc2cncn2C)OCO4)cc1,-1,/,/,/,9,/,12,3,-1
COc1ccc(NC(=O)CSc2nnc(Cn3c(=O)sc4ccccc43)n2C)c(OC)c1,-3,0,1,0,-3,2,-2,11,-3
CN(C)S(=O)(=O)c1cccc(C(=O)Nc2cc(Cl)ccc2O)c1,24*,-11,-4,5,-3,4,4,-3,-2
O=C1CCCC(O)=C1Sc1ccccc1C(=O)O,5,-2,-1,13,5,3,12,6,3
S=C(Nc1ccc(Cl)cc1)N1CCOCC1,-2,-3,3,-7,0,-1,1,3,7
S=c1nc[nH]c2c1[nH]c1ccccc12,7,1,-2,5,-2,0,3,9,-1
CCOC(=O)CNC(=O)C1(/C=C/c2ccccc2)CC(=O)N1c1ccc(OC)cc1 (centres undefined),0,6,1,6,3,2,12,1,-1
Cc1ccccc1C(=O)N(Cc1nc2ccccc2c(=O)[nH]1)C1CCCC1,4,-6,3,8,-3,-2,1,3,3
CCOc1ccc(OCC)c(S(=O)(=O)N2CCC(C)CC2)c1,-3,-3,1,-6,1,4,-7,-4,-5
COc1ccc(S(=O)(=O)N(CC(=O)N/N=C/c2cccs2)c2cc(C)cc(C)c2)cc1OC,2,-5,-1,1,6,-4,5,-2,-1
O=C(Nc1ccc(NC(=O)c2cccs2)c(Cl)c1)c1cccs1,-1,-9,-14,-11,-6,-2,2,-7,-1
CC(=O)O[C@]1(C(C)=O)CC[C@H]2[C@@H]3C=C(Cl)C4=CC(=O)CC[C@]4(C)[C@H]3CC[C@@]21C,-7,-6,-4,6,-8,7,2,-9,0
Cn1c(SCC(=O)NC2CCCCCC2)nnc1-c1ccco1,2,4,3,4,0,0,-1,-1,-2
COCCNC(=O)c1cc(C)ccc1C,-1,-6,-4,-3,3,-1,3,6,1
CC(C)C1=NN(C(=O)c2cccnc2)C(O)(C(F)(F)F)C1 (centres undefined),3,0,1,4,4,2,2,-1,-1
O=C(NNC1=NCCC1)C1CC1,8,0,4,8,1,-4,2,8,-1
O=C1CCC/C(=N\NC(=O)COc2ccc(Cl)cc2)C1,0,-11,-4,18,8,2,3,1,-2
C[C@H](CO)N1C[C@H](C)[C@@H](CN(C)S(=O)(=O)c2cn(C)cn2)Oc2c(NS(=O)(=O)c3ccc(F)cc3)cccc2C1=O,0,/,/,/,-1,/,4,-2,-3
CC(C(=O)N1CCCCC1)n1ncn2cccc2c1=O (centres undefined),-5,-9,5,2,6,-3,-2,-5,-5
CCCCOC(=O)c1cccnc1,-2,0,5,-4,3,1,2,8,2
CC(=O)c1ccc(S(=O)(=O)Nc2ccc(C(=O)NCCCn3ccnc3)cc2)cc1,0,3,-1,/,-7,/,1,6,2
Cc1cnc(NC(=O)CSc2nc3ccccc3s2)s1,3,1,-1,-7,-4,0,1,-1,2
CCCn1c(N)c(C(=O)CSc2ncn[nH]2)c(=O)n(C)c1=O,2,-2,-1,/,1,/,-1,4,-1
Cn1c(=O)c2c(nc(CO)n2C)n(C)c1=O,0,-1,5,3,-2,-1,3,10,1
Cc1csc2ncc(C(=O)NCCC(c3ccccc3)c3ccccc3)c(=O)n12,7,-7,-4,-14,1,-5,5,7,-3

# Compound activity as filed in PubChem BioAssay.
